Screening data: PubChem, National Center for Advancing Translational Sciences (NCATS)
AmpC inh det: AmpC beta-lactamase inhibition, detergent assay; 71,000 tested, 0.09% active; Potency, µM (top dose mostly 28.7 µM), for the others: at the highest dose activity change, negative = inhibition; P00811; AID 584; purified AmpC, nitrocefin hydrolysis with detergent; active = well fitted curve in the direction sought with a large enough effect
Target sequence (P00811 whole entry, looked up): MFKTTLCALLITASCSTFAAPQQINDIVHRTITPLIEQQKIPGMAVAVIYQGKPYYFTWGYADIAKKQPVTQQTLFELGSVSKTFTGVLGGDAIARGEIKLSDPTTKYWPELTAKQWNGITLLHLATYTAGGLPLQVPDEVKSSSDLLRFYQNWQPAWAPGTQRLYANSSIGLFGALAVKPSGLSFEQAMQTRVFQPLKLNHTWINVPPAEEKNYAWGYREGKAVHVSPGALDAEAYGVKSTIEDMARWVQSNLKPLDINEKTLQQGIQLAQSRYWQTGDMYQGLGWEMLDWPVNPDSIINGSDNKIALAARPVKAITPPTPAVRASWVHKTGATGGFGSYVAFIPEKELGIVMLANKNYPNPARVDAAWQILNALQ
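E. coli AmpC (5.3 nM) in 20 mM phosphate pH 7.0 with 0.01% Triton X-100, preincubated 15 min RT with compound; nitrocefin (2 uL of 800 uM stock) hydrolysis followed by 480 nm absorbance every 20 s over 4 min.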
* hit, by the source's call; & = joins results of further samples; [ ] = remark or other dose. % is set by controls: 0 for no effect and ±100 for the full control effect; potency is the fitted concentration of half-maximal effect.

The first 16 compounds as a preview:
no. | canonical_smiles | AmpC inh det
1 | CC[C@H](Cc1c(I)cc(I)c(N)c1I)C(=O)O | -2%[12.8 µM]
2 | CN(C(=O)CCCOc1ccc2[nH]c(=O)ccc2c1)C1CCCCC1 | -1%&-1%
3 | CC(=O)c1ccc(S(=O)(=O)NC(=O)NC2CCCCC2)cc1 | 5%
4 | CN1CCN(C(c2ccccc2)c2ccccc2)CC1 | -1%[12.8 µM]
5 | CCCCCCO | 13%
6 | Cc1cc(-c2ccccc2)nnc1NCCN1CCOCC1 | -2%[12.8 µM]
7 | CC(=O)Nc1ccc(C(=O)O)cc1 | 10%
8 | Oc1cc(O)c2c(c1)O[C@H](c1ccc(O)c(O)c1)[C@@H](O)[C@@H]2c1c(O)cc(O)c2c1O[C@@H](c1ccc(O)c(O)c1)[C@H](O)C2 | -4%[5.75 µM]
9 | CC12CCC(CC1)C(C)(C)O2 | 10%
10 | O=C(CCNNC(=O)c1ccncc1)NCc1ccccc1 | -1%[12.8 µM]
11 | OCCN1CCN(CCCN2c3ccccc3Sc3ccc(Cl)cc32)CC1 | 0%[12.8 µM]
12 | Cc1c(NC(=O)c2cccnc2)c(=O)n(-c2ccccc2)n1C | 3%[12.8 µM]
13 | CCN(CC)CCNC(=O)c1cc(Cl)c(N)cc1OC | -2%[12.8 µM]
14 | CCOC(=O)c1ccc(N)cc1 | -1%[12.8 µM]
15 | CC(=O)NC(Cc1ccccc1)C(=O)O (configuration not stated) | 2%
16 | C/C=C\C(=O)N(CC)c1ccccc1C | 2%[12.8 µM]

This part in full, previewed entries included:
no. | canonical_smiles | AmpC inh det
1 | CC[C@H](Cc1c(I)cc(I)c(N)c1I)C(=O)O | -2%[12.8 µM]
2 | CN(C(=O)CCCOc1ccc2[nH]c(=O)ccc2c1)C1CCCCC1 | -1%&-1%
3 | CC(=O)c1ccc(S(=O)(=O)NC(=O)NC2CCCCC2)cc1 | 5%
4 | CN1CCN(C(c2ccccc2)c2ccccc2)CC1 | -1%[12.8 µM]
5 | CCCCCCO | 13%
6 | Cc1cc(-c2ccccc2)nnc1NCCN1CCOCC1 | -2%[12.8 µM]
7 | CC(=O)Nc1ccc(C(=O)O)cc1 | 10%
8 | Oc1cc(O)c2c(c1)O[C@H](c1ccc(O)c(O)c1)[C@@H](O)[C@@H]2c1c(O)cc(O)c2c1O[C@@H](c1ccc(O)c(O)c1)[C@H](O)C2 | -4%[5.75 µM]
9 | CC12CCC(CC1)C(C)(C)O2 | 10%
10 | O=C(CCNNC(=O)c1ccncc1)NCc1ccccc1 | -1%[12.8 µM]
11 | OCCN1CCN(CCCN2c3ccccc3Sc3ccc(Cl)cc32)CC1 | 0%[12.8 µM]
12 | Cc1c(NC(=O)c2cccnc2)c(=O)n(-c2ccccc2)n1C | 3%[12.8 µM]
13 | CCN(CC)CCNC(=O)c1cc(Cl)c(N)cc1OC | -2%[12.8 µM]
14 | CCOC(=O)c1ccc(N)cc1 | -1%[12.8 µM]
15 | CC(=O)NC(Cc1ccccc1)C(=O)O (configuration not stated) | 2%
16 | C/C=C\C(=O)N(CC)c1ccccc1C | 2%[12.8 µM]
17 | CCCCCCN | 4%
18 | C=C[C@H]1CN2CC[C@@H]1C[C@@H]2[C@@H](O)c1ccnc2ccc(OC)cc12 | -1%&0%
19 | c1ccc(CN(CC2=NCCN2)c2ccccc2)cc1 | -1%
20 | COc1ccccc1N1CCN(CCCNc2cc(=O)n(C)c(=O)n2C)CC1 | 13%
21 | CN(C)CCOC(=O)[C@@H](c1ccccc1)C1(O)CCCC1 | 0%[12.8 µM]
22 | CCCN[C@@H](C)C(=O)Nc1c(C)csc1C(=O)OC | -1%[12.8 µM]
23 | O=C(c1ccc(F)cc1)C1CCN(CCn2c(=O)[nH]c3ccccc3c2=O)CC1 | -3%
24 | Cc1ccccc1OC[C@H](O)CO | 1%[12.8 µM]
25 | Oc1ccc(/C=C/c2cc(O)cc(O)c2)cc1 | 13%

A few values from above.
C=C[C@H]1CN2CC[C@@H]1C[C@@H]2[C@@H](O)c1ccnc2ccc(OC)cc12 in AmpC inh det reads -1%&0%
c1ccc(CN(CC2=NCCN2)c2ccccc2)cc1 in AmpC inh det reads -1%

(continued)
26: C=C[C@@H]1CN2CC[C@@H]1C[C@H]2[C@H](O)c1ccnc2ccc(OC)cc12
  AmpC inh det: 1%
27: CCCCCCCCCCCCCCC[C@H](O)[C@H](N)CO
  AmpC inh det: -1%
28: CCCn1cnc2c1c(=O)n(CCCCC(C)=O)c(=O)n2C
  AmpC inh det: -2%
29: CC(=O)c1ccc2c(c1)N(CCCN(C)C)c1ccccc1S2
  AmpC inh det: -4%[12.8 µM]
30: O=C(NCCc1c[nH]c2ccccc12)c1cccnc1
  AmpC inh det: -4%
31: C=C[C@H]1CN2CC[C@H]1C[C@@H]2[C@@H](O)c1ccnc2ccc(OC)cc12
  AmpC inh det: 14%
32: Cc1nc2ccccn2c(=O)c1CCN1CCC(C(=O)c2ccc(F)cc2)CC1
  AmpC inh det: -2%
33: CCOc1ccccc1C(N)=O
  AmpC inh det: 9%
34: O=S(=O)(c1cccc2cnccc12)N1CCCNCC1
  AmpC inh det: -2%
35: c1ccc(CC2=NCCN2)cc1
  AmpC inh det: -2%[12.8 µM]

This is a subset. The share of hits here may be higher or lower than overall.
